High-throughput results from PubChem.
NR3A LBD binder: modulators (binders) of human NR3A ligand-binding domain. Tm shift relative to glycine control, % at 25 µM. actives 2.5% (n = 340,000). NR3A LBD differential scanning fluorimetry, Tm shift; 0% = protein alone, 100% = glycine-bound protein;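 active = melting temperature shift of at least 10% of the positive control shift, at one fixed dose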
SENP8 inh: SENP8 (human) protease inhibition. recombinant SENP8, Nedd8 substrate fluorescence. AID 602440. Q96LD8. actives 0.64% (n = 360,000). inhibition, % at 20 µM; in the data active = inhibition mostly above about 40%, no sharp cut-off; inactive = mostly below about 27%
Target sequence (Q96LD8 whole entry, looked up): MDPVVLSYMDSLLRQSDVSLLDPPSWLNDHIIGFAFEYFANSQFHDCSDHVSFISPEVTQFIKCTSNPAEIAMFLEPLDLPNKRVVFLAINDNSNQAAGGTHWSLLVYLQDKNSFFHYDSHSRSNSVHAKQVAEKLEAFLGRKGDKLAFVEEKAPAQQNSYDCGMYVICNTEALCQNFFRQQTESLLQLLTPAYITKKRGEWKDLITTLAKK
MPTP block: blocks calcium-induced mitochondrial swelling. isolated mouse mitochondria, Ca2+ swelling absorbance, 30 min. inhibition, % at 10 µM. actives 1.4% (n = 360,000);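 active = inhibition of 50% or more, scaled per plate between neutral and stimulator controls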;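 also: 0% = DMSO wells given calcium and 100% = 1 mM EGTA wells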
SENP6 block: inhibitors of human SENP6 protease; Recombinant SENP6 catalytic domain, aminoluciferin luminescence; inhibition, % at 10 µM; actives 1.8% (n = 330,000); AID 2599;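 active = inhibition above about 50% at the single tested dose, limit read from the data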;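 also: plate controls were DMSO wells with enzyme for no effect and DMSO wells lacking enzyme for full effect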
ATG4B inhibitor: inhibitors of human ATG4B cysteine protease | Q9Y4P1 | ATG4B cleavage of LC3-PLA2, NBD-HPC fluorescence, 1 h | inhibition, % at 8.33 µM | actives 0.51% (n = 340,000) | AID 504462; in the data active = inhibition above about 40%
Target sequence (Q9Y4P1 whole entry, looked up): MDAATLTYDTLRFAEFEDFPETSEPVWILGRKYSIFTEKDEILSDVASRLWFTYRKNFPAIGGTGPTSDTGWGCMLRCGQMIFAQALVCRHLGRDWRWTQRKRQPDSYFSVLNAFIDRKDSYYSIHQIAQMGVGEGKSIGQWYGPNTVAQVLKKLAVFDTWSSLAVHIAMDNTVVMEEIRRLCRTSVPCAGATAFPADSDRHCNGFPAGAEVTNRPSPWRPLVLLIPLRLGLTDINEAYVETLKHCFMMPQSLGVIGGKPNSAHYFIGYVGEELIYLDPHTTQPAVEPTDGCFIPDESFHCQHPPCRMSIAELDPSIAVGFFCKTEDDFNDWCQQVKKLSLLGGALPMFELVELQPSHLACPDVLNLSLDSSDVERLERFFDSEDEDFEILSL
HKDC1 inh: inhibitors of human hexokinase HKDC1; actives 0.16% (n = 340,000); AID 493160; recombinant HKDC1, G6PDH/diaphorase resazurin coupled fluorescence; inhibition, % at 20 µM; Q2TB90;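 active = inhibition above about 35% when tested at 20 µM, limit read from the data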;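 also: plate controls were DMSO wells with enzyme for no effect and DMSO wells lacking enzyme for full effect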
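Assay system: recombinant HKDC1 hexokinase; detection: coupled resazurin fluorescence, excitation 525 nm, emission 613 nm; benchmarks: DMSO-plus-enzyme-mix negative control, buffer-substituted positive control; compound dosing: single 20 µM dose; schedule: 90 min at room temperature in dark; also added: glucose plus 1 mM ATP as hexokinase substrates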
PfGluPho inh: PfG6PD (Plasmodium falciparum) enzyme inhibition. PfGluPho enzyme, NADPH resazurin-diaphorase fluorescence. inhibition, % at 20 µM. actives 0.78% (n = 350,000);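 active = inhibition reaching at least a set limit at 20 µM in the primary screen, cut at about 59% in these data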;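 also: 0% = DMSO wells with substrate and 100% = DMSO wells lacking glucose-6-phosphate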
SENP7 inh: inhibitors of human SENP7 protease. Q9BQF6. recombinant SENP7, Z-RLRGG-aminoluciferin luminescence, 40 min. inhibition, % at 5 µM. actives 1.5% (n = 330,000). AID 434973;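 active = inhibition above about 50% at the single test dose, limit read from the data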;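 also: plate controls were DMSO with enzyme for no effect and no enzyme buffer wells for full effect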
Target sequence (Q9BQF6 706-1050 limits assumed): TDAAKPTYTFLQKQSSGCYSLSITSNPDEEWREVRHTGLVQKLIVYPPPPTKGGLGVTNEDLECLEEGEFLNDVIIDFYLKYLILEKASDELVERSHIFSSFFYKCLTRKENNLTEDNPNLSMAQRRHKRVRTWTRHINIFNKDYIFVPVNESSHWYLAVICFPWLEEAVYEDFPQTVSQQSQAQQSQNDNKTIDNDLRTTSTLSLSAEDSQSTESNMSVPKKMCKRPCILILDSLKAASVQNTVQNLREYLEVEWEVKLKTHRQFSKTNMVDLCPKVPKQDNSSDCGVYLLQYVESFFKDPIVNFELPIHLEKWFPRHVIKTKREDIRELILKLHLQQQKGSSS
Starred values were filed as active, the others as inactive; x = not tested or not shown. An unsorted share of the library; any-hit rate near 6.9%.

nr	Molecule	HKDC1 inh	SENP8 inh	PfGluPho inh	MPTP block
1	Cc1cc(C)c(S(=O)(=O)Nc2ccc(Cl)cn2)c(C)c1	-5	-16	2	0.2
2	Cc1ccc(C)c(NC(=O)C2CC(=O)N(C3CCCCC3)C2)c1 (stereo unspecified)	1	9	-11	-0.4
3	CC(C)Cn1c(N)c(C(=O)CSc2n[nH]c(N)n2)c(=O)n(C)c1=O	-1	20	5	-1.5
4	COC(=O)CCC(=O)Nc1cccc2ccccc12	-1	11	3	0.0
5	CSc1ccc(-c2nc(CN(C)C3CCOC3)c(C)o2)cc1 (stereo unspecified)	-3	-53	0	-3.0
6	Cc1ccc2c(c1)C(c1ccccc1)N(C(=O)c1ccc3c(c1)OCO3)CC(=O)N2 (stereo unspecified)	2	9	-17	0.4
7	Cc1c(C(=O)NC(=S)Nc2cccnc2)cccc1[N+](=O)[O-]	-4	11	-7	-0.5
8	COCCCNC(=S)NNC(=S)Nc1ccccc1	-9	4	2	2.7
9	CCC(Sc1ncnc2c1c(-c1ccccc1)cn2-c1ccc(OC)cc1)C(=O)OC (stereo unspecified)	-5	-14	9	3.6
10	c1ccc(C(c2ccccc2)c2nc(-c3cccnc3)no2)cc1	2	16	-8	0.3
11	CC(C)CCNC(=O)COc1ccc(N(C)S(=O)(=O)c2ccc(F)cc2)cc1	-5	-6	11	-1.0
12	COc1ccc(CNc2ncnc3cc(OC)c(OC)cc23)cc1	-3	-20	15	1.9
13	COc1ccc(CCNC(=O)CCn2c(=O)[nH]c3cc(OC)c(OC)cc3c2=O)cc1OC	2	-22	7	0.7
14	COc1ccc(S(=O)(=O)N2CCN=C2SCc2cccc(F)c2)cc1	-1	4	9	0.6
15	Cc1ccc(NC(=O)CN2C(=O)CCS(=O)(=O)c3ccccc32)cc1Cl	0	16	-1	-0.2

nr	SENP6 block	NR3A LBD binder	SENP7 inh	ATG4B inhibitor
1	-16	1	5	-3
2	-7	-1	6	3
3	-13	3	-5	0
4	-12	2	-4	-6
5	2	-1	-1	-3
6	-8	-1	0	20
7	-4	-27	-6	-6
8	-3	3	0	0
9	7	1	-3	-5
10	-6	16*	4	-1
11	-7	-2	7	-5
12	1	-1	-5	-10
13	0	0	-5	-8
14	13	4	-2	16
15	-7	15*	-6	-12

(cont.)
nr	Molecule	HKDC1 inh	SENP8 inh	PfGluPho inh	MPTP block
16	COC(=O)c1ccccc1NC(=O)N1CCN(c2ccccc2F)CC1	0	-30	4	0.4
17	Cc1c(NC(=O)COC(=O)/C=C/c2cccc(Cl)c2)c(=O)n(-c2ccccc2)n1C	-2	12	-1	0.2
18	COc1ccc(-n2ccc3ccccc32)cc1	7	-4	-3	0.9
19	O=C(Nc1ccc(SC(F)F)cc1)c1cccc2nc3ccccc3nc12	-3	16	0	0.7
20	Cc1nn2c(COc3ccc(NC(=O)c4ccccc4Cl)cc3)nnc2c2ccccc12	-3	17	9	0.7
21	COc1cc(OC)c2c(-c3ccccc3)cc(=O)oc2c1C(CC(=O)N1CCOCC1)c1ccc2c(c1)OCO2 (stereo unspecified)	4	-50	-6	1.1
22	O=C(Nc1cccc(Cl)c1)c1ccc(NCCCN2CCOCC2)c([N+](=O)[O-])c1	-1	41*	16	-5.6
23	Cc1cc(C)n(-c2ccc(C(=O)OCC(=O)Nc3cc(Cl)ccc3[N+](=O)[O-])cc2)n1	-4	17	-18	0.8
24	CCC(Sc1ccc2nnc(-c3cccnc3)n2n1)C(=O)O (stereo unspecified)	-6	-15	-3	-1.2
25	C/C(=N\NC(=O)c1nnn(-c2nonc2N)c1C(C)C)c1ccc2ccccc2c1	-2	-53	4	0.3
26	Cc1ccccc1OCc1nc(-c2ccc(Br)o2)no1	3	6	5	0.7
27	COc1ccc(C=NOCC(=O)OCC(=O)Nc2ccc(OC)cc2)cc1	0	9	-5	-2.1
28	Cc1ccc(F)cc1S(=O)(=O)Nc1cccc(C(=O)N2CCCC(C(N)=O)C2)c1 (stereo unspecified)	1	13	-5	-1.4
29	CC1Cc2ccccc2N1C(=O)C1CCCCN1S(=O)(=O)c1ccccc1 (stereo unspecified)	9	11	-7	-1.7
30	Cc1ccc(S(=O)(=O)N(C)C)cc1NC(=O)COC(=O)c1c(-c2ccccc2)noc1C	0	-3	-12	-0.6

nr	SENP6 block	NR3A LBD binder	SENP7 inh	ATG4B inhibitor
16	5	1	-1	13
17	-12	2	-2	-2
18	6	-2	-6	6
19	7	-1	3	-3
20	1	1	0	43*
21	-16	-1	2	5
22	-6	-14	0	-20
23	-3	2	5	-10
24	-8	-1	4	-4
25	3	-1	-12	1
26	0	16*	0	9
27	0	42*	-3	-10
28	-7	5	12	-8
29	8	2	-9	-6
30	-24	2	6	-6

Additional compounds.
nr	Molecule	HKDC1 inh	SENP8 inh	PfGluPho inh	MPTP block
31	COc1cc(NC(=O)COC(=O)C2CC2)c(C)cc1[N+](=O)[O-]	-5	11	13	2.3
32	CCS(=O)(=O)c1ccc2c(c1)NC(=O)C(CCO)O2 (stereo unspecified)	-3	5	8	1.5
33	COc1ccc(CCNC(=O)CSCc2ccc([N+](=O)[O-])cc2)cc1	6	15	9	0.2
34	COc1ccc2[nH]c(C)c(C(=O)CN(C)CC3OCCO3)c2c1	-4	x	3	x
35	COc1cc(CC(NC(C)=O)C(=O)NC2CCN(C(=O)c3ccc(C)cc3)CC2)cc(OC)c1 (stereo unspecified)	-2	11	-3	-0.3
36	CC(Oc1cccc2cccnc12)C(=O)N/N=C/c1ccccc1 (stereo unspecified)	-6	-4	14	-1.3
37	CCOC(=O)c1ccc(NC(=S)N(CCN(C)C)C(C)c2ccncc2)cc1 (stereo unspecified)	-3	12	11	0.2
38	C=C(c1ccccc1C)[n+]1ccccc1	-6	21	9	-1.3
39	COc1ccc(NC(=O)[C@@H](NC(=O)N2C[C@H]3C[C@@H](C2)c2cccc(=O)n2C3)C(C)C)cc1OC	0	45*	-2	-1.7
40	C[C@H](NC(=O)c1nc[nH]c1C(=O)N[C@@H](C)C(=O)OC(C)(C)C)C(=O)OC(C)(C)C	-2	7	8	-0.8
41	COc1ccc(N2CCN(C(=O)c3ccc(Cn4nc(C)c([N+](=O)[O-])c4C)o3)CC2)cc1	2	8	-3	-0.3
42	CN1CCN(C(=S)c2ccc(OCC(=O)Nc3cccc(C(F)(F)F)c3)cc2)CC1	-6	12	-13	0.4
43	COc1cccc(/C=N\NC(=O)Cn2nnc3ccccc32)c1O	-18	-195	-30	0.2
44	COc1ccc2c3c([nH]c2c1)C1CC2C(CC(O)C(OC)C2C(=O)O)CN1CC3 (stereo unspecified)	7	-126	0	-0.5
45	O=[N+]([O-])c1ccc(N2CCN(c3ccccc3)CC2)nc1	-2	13	-17	0.6

nr	SENP6 block	NR3A LBD binder	SENP7 inh	ATG4B inhibitor
31	-4	3	-9	6
32	-5	-1	4	1
33	-3	-1	-6	-10
34	-6	-2	1	4
35	-36	2	-1	4
36	-17	-1	7	8
37	16	1	0	-4
38	1	-2	12	-1
39	4	0	-4	-11
40	-4	2	-5	5
41	0	1	5	1
42	-1	-3	5	-18
43	-22	-1	-6	-2
44	7	-6	4	-15
45	-12	2	0	2

Later entries
nr	Molecule	HKDC1 inh	SENP8 inh	PfGluPho inh	MPTP block
46	Cc1ccc(C(C(=O)NCc2ccc(F)cc2)N(C(=O)c2csnn2)C2CC2)o1 (stereo unspecified)	-3	37	2	-0.7
47	CC(=O)Nc1ccc(NC(=O)CSc2nnc(C)c(=O)n2N)cc1	0	10	-8	-0.3
48	c1ccc(-c2nc3c4ccccc4ccn3c2CN2CCOCC2)cc1	3	-117	8	0.1
49	O=C(COc1ncnc2ccccc12)NCc1ccco1	-6	-3	-10	-0.5
50	CCN(CC(=O)Nc1ccccc1C(F)(F)F)C(=O)c1cccc(N2C(=O)CCC2=O)c1	-7	-1	-9	3.9
51	COCCn1c(SCC(=O)Nc2ccccc2)nc2c1c(=O)[nH]c(=O)n2C	-7	15	0	-0.3
52	CCOC(=O)c1cc(NC(=O)OC)c(C)nc1C	-7	19	5	-1.7
53	O=C(CNC(=O)c1cccs1)N/N=C/c1cccc(Br)c1	-2	-2	-3	1.2
54	O=C1c2ccccc2C(=O)N1CN(C(=O)c1ccccc1[N+](=O)[O-])c1ccc(F)cc1	-6	9	3	1.8
55	CC(=O)Oc1ccc2oc(-c3ccccc3)c(C(N)=O)c2c1	-6	x	-5	x
56	Cc1c(NS(=O)(=O)c2cccc(C(=O)N3CCC(C(N)=O)CC3)c2)c(=O)n(-c2ccccc2)n1C	-3	3	-13	0.5

nr	SENP6 block	NR3A LBD binder	SENP7 inh	ATG4B inhibitor
46	-2	-1	3	2
47	-5	1	3	0
48	23	0	-3	-6
49	10	0	1	8
50	-12	2	3	-8
51	-10	-2	-7	-17
52	-19	2	-2	-11
53	5	-2	12	-4
54	12	-7	5	-12
55	1	-1	4	2
56	-2	-1	0	7

Compounds shown so far that contain a nitro group on carbon:
nr	Molecule	HKDC1 inh	SENP8 inh	PfGluPho inh	MPTP block
7	Cc1c(C(=O)NC(=S)Nc2cccnc2)cccc1[N+](=O)[O-]	-4	11	-7	-0.5
22	O=C(Nc1cccc(Cl)c1)c1ccc(NCCCN2CCOCC2)c([N+](=O)[O-])c1	-1	41*	16	-5.6
23	Cc1cc(C)n(-c2ccc(C(=O)OCC(=O)Nc3cc(Cl)ccc3[N+](=O)[O-])cc2)n1	-4	17	-18	0.8
31	COc1cc(NC(=O)COC(=O)C2CC2)c(C)cc1[N+](=O)[O-]	-5	11	13	2.3
33	COc1ccc(CCNC(=O)CSCc2ccc([N+](=O)[O-])cc2)cc1	6	15	9	0.2
41	COc1ccc(N2CCN(C(=O)c3ccc(Cn4nc(C)c([N+](=O)[O-])c4C)o3)CC2)cc1	2	8	-3	-0.3
45	O=[N+]([O-])c1ccc(N2CCN(c3ccccc3)CC2)nc1	-2	13	-17	0.6
54	O=C1c2ccccc2C(=O)N1CN(C(=O)c1ccccc1[N+](=O)[O-])c1ccc(F)cc1	-6	9	3	1.8

nr	SENP6 block	NR3A LBD binder	SENP7 inh	ATG4B inhibitor
7	-4	-27	-6	-6
22	-6	-14	0	-20
23	-3	2	5	-10
31	-4	3	-9	6
33	-3	-1	-6	-10
41	0	1	5	1
45	-12	2	0	2
54	12	-7	5	-12
